T cruzi intra = inhibitors of intracellular Trypanosoma cruzi. activity score (inhibition), % at 5.01 µM. actives 4.9% (n = 22,000). intracellular Trypanosoma cruzi in host cells, plate reader. AID 651903; in the data active = activity score above about 55%; inconclusive = no clear call, values can overlap the other calls;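 also: parasites and compound incubated about four days before reading; 0% = median of neutral control wells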
INS-1E ATP HTS = rescue of cytokine-induced death in INS-1E beta cells; INS-1E cytokine-induced death, ATP luminescence, 48 h; normalised: neutral wells 0, positive control 100; protection from cytokine-induced ATP loss, % at 10 µM; actives 0.1% (n = 20,000);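 active = mean replicate protection from cytokine-induced ATP loss at least 50% and at least 75% of replicates each reaching 50%; inconclusive = meets only one of the two criteria, mean or replicate share; inactive = fails both the mean and replicate share criteria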
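assay system = INS-1E rat insulinoma cells | amount = 8000 cells per well | medium = phenol-red-free RPMI with 5% fetal bovine serum | doses = one compound concentration, pin transfer | timing = 48 h cytokine plus compound treatment, 10 min reagent incubation | also added = IL-1β, TNF-α and IFN-γ cytokine mix | signal = CellTiter-Glo luminescence measuring cellular ATP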
An asterisk follows results filed as active; ? = inconclusive; / = no result given.

SMILES | T cruzi intra | INS-1E ATP HTS
COc1ccc(S(=O)(=O)Nc2cccc3c2O[C@H](CN(C)Cc2ccccc2)[C@@H](C)CN([C@@H](C)CO)C3=O)cc1 | 3 | 4
C[C@H](CO)N1C[C@H](C)[C@@H](CN(C)Cc2ccc3c(c2)OCO3)Oc2ccc(NC(=O)CCCCCC(=O)Nc3ccccc3N)cc2C1=O | -16 | 8
CC(C)NC(=O)N(C)C[C@@H]1Oc2ccc(NS(C)(=O)=O)cc2C(=O)N([C@H](C)CO)C[C@H]1C | -24 | 6
C[C@H]1CN([C@@H](C)CO)C(=O)CCCn2cc(nn2)CO[C@H]1CN(C)S(=O)(=O)c1ccc2ccccc2c1 | -1 | /
C[C@@H]1CN([C@H](C)CO)C(=O)Cc2cc(NS(=O)(=O)c3cccs3)ccc2O[C@@H]1CN(C)C(=O)Nc1ccc2c(c1)OCO2 | -15 | 3
C[C@@H]1CN([C@H](C)CO)C(=O)Cc2cc(NS(=O)(=O)c3ccc(Cl)cc3)ccc2O[C@H]1CN(C)S(=O)(=O)c1cccs1 | 1 | 8
C[C@@H]1CN([C@@H](C)CO)C(=O)c2cc(NC(=O)CCN3CCOCC3)ccc2O[C@@H]1CN(C)S(=O)(=O)c1cn(C)cn1 | 1 | /
Cc1ccc(S(=O)(=O)N(C)C[C@@H]2Oc3ccc(NC(=O)c4ccncc4)cc3CC(=O)N([C@H](C)CO)C[C@@H]2C)cc1 | 4 | 6
Cc1ccc(CN(C)C[C@H]2OCc3cnnn3CCCC(=O)N([C@@H](C)CO)C[C@H]2C)cc1 | 9 | /
Cc1ccc(S(=O)(=O)N(C)C[C@H]2Oc3c(NC(=O)CCCCCC(=O)Nc4ccccc4N)cccc3C(=O)N([C@H](C)CO)C[C@H]2C)cc1 | 41 | -8
N#Cc1ccc(/C=N/NC(=O)c2ccccn2)cc1 | -11 | -15
COc1ccc(/C=N/NC(=O)c2cccc(C(=O)NO)c2)cc1OC | -3 | 5
C[C@H]1CN([C@@H](C)CO)C(=O)c2cccc(NS(=O)(=O)c3ccc(F)cc3)c2O[C@@H]1CN(C)CC1CC1 | -20 | 2
COc1ccc(S(=O)(=O)Nc2ccc3c(c2)CC(=O)N([C@H](C)CO)C[C@@H](C)[C@@H](CN(C)Cc2ccc(Oc4ccccc4)cc2)O3)cc1 | 70* | -29
C[C@@H]1CN([C@@H](C)CO)C(=O)c2cc(NC(=O)NC3CCCCC3)ccc2O[C@@H]1CN(C)Cc1ccc(C(F)(F)F)cc1 | -4 | -19
C[C@@H]1CN([C@H](C)CO)C(=O)c2cccc(NC(=O)C3CCCCC3)c2O[C@@H]1CN(C)S(=O)(=O)c1cccs1 | 3 | -7
C[C@@H]1CCCCO[C@@H](CN(C)S(C)(=O)=O)[C@@H](C)CN([C@H](C)CO)C(=O)c2cc(NC(=O)Nc3ccccc3)ccc2O1 | -10 | 3
C[C@H](CO)N1C[C@H](C)[C@H](CN(C)C)Oc2ccc(NC(=O)Cc3cn(C)c4ccccc34)cc2CC1=O | -21 | 7
Cc1noc(C)c1NC(=O)Nc1cccc2c1O[C@H](CN(C)Cc1ccc(Oc3ccccc3)cc1)[C@@H](C)CN([C@H](C)CO)C2=O | 17 | 0
CC(C)NC(=O)Nc1ccc2c(c1)CC(=O)N([C@@H](C)CO)C[C@H](C)[C@@H](CN(C)S(C)(=O)=O)O2 | -20 | -11
Cc1ccc(S(=O)(=O)Nc2cccc3c2O[C@@H](CN(C)C(=O)NC(C)C)[C@H](C)CN([C@@H](C)CO)C3=O)cc1 | 6 | 4
CC(C)NC(=O)Nc1ccc2c(c1)CC(=O)N([C@@H](C)CO)C[C@@H](C)[C@@H](CN(C)Cc1ccc(-c3ccccc3)cc1)O2 | 32 | -24
CNC[C@H]1Oc2c(N)cccc2C(=O)N([C@@H](C)CO)C[C@@H]1C | -10 | 8
C[C@H](CO)N1C[C@H](C)[C@@H](CN(C)C(=O)Nc2ccccc2)Oc2c(cccc2N(C)C)C1=O | 5 | 1
C[C@@H]1CN([C@@H](C)CO)C(=O)c2cccc(NC(=O)Nc3ccc4c(c3)OCO4)c2O[C@H]1CN(C)Cc1ccc(C(=O)O)cc1 | -7 | 4

Seven structures from above, ordered by length of the SMILES, rising.
SMILES | T cruzi intra | INS-1E ATP HTS
C[C@H](CO)N1C[C@H](C)[C@H](CN(C)C)Oc2ccc(NC(=O)Cc3cn(C)c4ccccc34)cc2CC1=O | -21 | 7
C[C@@H]1CN([C@H](C)CO)C(=O)c2cccc(NC(=O)C3CCCCC3)c2O[C@@H]1CN(C)S(=O)(=O)c1cccs1 | 3 | -7
Cc1ccc(S(=O)(=O)N(C)C[C@@H]2Oc3ccc(NC(=O)c4ccncc4)cc3CC(=O)N([C@H](C)CO)C[C@@H]2C)cc1 | 4 | 6
Cc1noc(C)c1NC(=O)Nc1cccc2c1O[C@H](CN(C)Cc1ccc(Oc3ccccc3)cc1)[C@@H](C)CN([C@H](C)CO)C2=O | 17 | 0
C[C@@H]1CN([C@H](C)CO)C(=O)Cc2cc(NS(=O)(=O)c3ccc(Cl)cc3)ccc2O[C@H]1CN(C)S(=O)(=O)c1cccs1 | 1 | 8
C[C@@H]1CN([C@H](C)CO)C(=O)Cc2cc(NS(=O)(=O)c3cccs3)ccc2O[C@@H]1CN(C)C(=O)Nc1ccc2c(c1)OCO2 | -15 | 3
C[C@H](CO)N1C[C@H](C)[C@@H](CN(C)Cc2ccc3c(c2)OCO3)Oc2ccc(NC(=O)CCCCCC(=O)Nc3ccccc3N)cc2C1=O | -16 | 8

Other records follow:
SMILES | T cruzi intra | INS-1E ATP HTS
C[C@H](CO)N1C[C@H](C)[C@@H](CN(C)C(=O)NC2CCCCC2)Oc2c(NC(=O)Nc3ccccc3)cccc2C1=O | 9 | 2
C[C@@H]1CCCCO[C@H](CN(C)C)[C@@H](C)CN([C@H](C)CO)C(=O)c2cc(NC(=O)Nc3ccc(C(F)(F)F)cc3)ccc2O1 | -22 | -7
C[C@@H]1CN([C@@H](C)CO)C(=O)c2cc(NC(=O)CCCCCC(=O)Nc3ccccc3N)ccc2O[C@H]1CN(C)Cc1ccc2c(c1)OCO2 | -8 | 5
Cc1noc(C)c1NC(=O)Nc1ccc2c(c1)C(=O)N([C@H](C)CO)C[C@H](C)[C@@H](CN(C)C(=O)Nc1ccc(F)cc1)O2 | -13 | 3
Cc1ccc(S(=O)(=O)Nc2cccc3c2O[C@@H](CN(C)C(=O)Nc2ccccc2)[C@H](C)CN([C@@H](C)CO)C3=O)cc1 | -20 | 8
C[C@H](CO)N1C[C@H](C)[C@H](CN(C)C(=O)Nc2cccc3ccccc23)Oc2ccc(NC(=O)CCC(F)(F)F)cc2CC1=O | -11 | 5
CC(C)NC(=O)N(C)C[C@H]1Oc2c(NC(=O)C3CCOCC3)cccc2C(=O)N([C@H](C)CO)C[C@@H]1C | -26 | 10
Cc1ccc(S(=O)(=O)Nc2ccc3c(c2)C(=O)N([C@H](C)CO)C[C@H](C)[C@@H](CN(C)S(=O)(=O)c2ccc(Cl)cc2)OCCCC[C@@H](C)O3)cc1 | 35 | -19
C[C@H]1CN([C@@H](C)CO)C(=O)c2cc(NC(=O)Nc3cccc4ccccc34)ccc2O[C@@H]1CN(C)S(=O)(=O)c1ccc(F)cc1 | 2 | -4
C[C@H]1CN([C@@H](C)CO)C(=O)CCCn2nncc2CO[C@@H]1CN(C)S(=O)(=O)c1ccccc1 | -14 | 0
C[C@@H]1CN([C@H](C)CO)C(=O)Cc2cc(NS(=O)(=O)c3cn(C)cn3)ccc2O[C@H]1CN(C)S(C)(=O)=O | -26 | -2
C[C@@H]1CN([C@@H](C)CO)C(=O)c2cc(NS(C)(=O)=O)ccc2O[C@@H]1CN(C)Cc1ccc(Oc2ccccc2)cc1 | 5 | -16
COc1cccc(NC(=O)N(C)C[C@H]2OCc3cn(nn3)CCCC(=O)N([C@@H](C)CO)C[C@H]2C)c1 | -9 | /
COc1ccc(NC(=O)Nc2cccc3c2O[C@@H](CN(C)Cc2ccc(C(F)(F)F)cc2)[C@@H](C)CN([C@H](C)CO)C3=O)cc1 | 6 | -26
C[C@@H]1CN([C@H](C)CO)C(=O)c2cc(NS(=O)(=O)c3ccc(Cl)cc3)ccc2O[C@H]1CN(C)S(=O)(=O)c1ccccc1 | 2 | -5
C[C@@H]1CN([C@@H](C)CO)C(=O)CCCn2cc(nn2)CO[C@@H]1CN(C)Cc1cccc(C(F)(F)F)c1 | 4 | 6
COc1ccc(NC(=O)N(C)C[C@@H]2Oc3c(NS(=O)(=O)c4ccc(OC)cc4)cccc3C(=O)N([C@H](C)CO)C[C@@H]2C)cc1 | 23 | 8
C[C@@H]1CN([C@@H](C)CO)C(=O)c2cccc(NC(=O)c3ccc(-c4nccs4)cc3)c2O[C@@H]1CN(C)Cc1ccc(C(=O)Nc2ccccc2N)cc1 | 75* | ?
C[C@H]1CN([C@@H](C)CO)C(=O)c2cc(NC(=O)CCC(F)(F)F)ccc2O[C@@H]1CN(C)CC1CCCCC1 | 6 | /
C[C@@H]1CN([C@H](C)CO)C(=O)Cc2cc(NC(=O)Nc3ccc(F)cc3)ccc2O[C@@H]1CN(C)C | -27 | 6
C[C@@H]1CN([C@@H](C)CO)C(=O)c2cc(NC(=O)Nc3ccc(C(F)(F)F)cc3)ccc2O[C@@H]1CN(C)S(C)(=O)=O | 4 | /
O=C(NO)c1cccc(C(=O)N/N=C/c2ccc([N+](=O)[O-])s2)c1 | 41 | 10
Cc1ccc(S(=O)(=O)Nc2cccc3c2O[C@H](CN(C)C(=O)Nc2ccc(C(F)(F)F)cc2)[C@H](C)CN([C@H](C)CO)C3=O)cc1 | 44 | -39
C[C@@H]1CN([C@H](C)CO)C(=O)CCCn2cc(nn2)CO[C@@H]1CN(C)C(=O)Nc1ccc(N2CCCCC2)cc1 | -9 | /
COc1ccc(S(=O)(=O)N(C)C[C@@H]2Oc3c(NC(=O)Nc4ccc5c(c4)OCO5)cccc3C(=O)N([C@@H](C)CO)C[C@H]2C)cc1 | 6 | 6
More results follow:
SMILES | T cruzi intra | INS-1E ATP HTS
C[C@H](CO)N1C[C@H](C)[C@H](CN(C)S(C)(=O)=O)OCc2cn(nn2)CCCC1=O | -18 | 8
C[C@@H]1CN([C@H](C)CO)C(=O)Cc2cc(N(C)C)ccc2O[C@@H]1CN(C)Cc1ccc(Cl)c(Cl)c1 | 10 | -14
Cc1noc(C)c1S(=O)(=O)Nc1ccc2c(c1)C(=O)N([C@@H](C)CO)C[C@@H](C)[C@@H](CN(C)Cc1ccncc1)O2 | -10 | 3
COc1ccc(NC(=O)Nc2ccc3c(c2)C(=O)N([C@H](C)CO)C[C@H](C)[C@@H](CN(C)C(=O)NC(C)C)OCCCC[C@@H](C)O3)cc1 | -25 | 7
CC(C)NC(=O)Nc1cccc2c1O[C@H](CN(C)Cc1ccccc1)[C@@H](C)CN([C@@H](C)CO)C2=O | 41 | 1
C[C@@H]1CN([C@H](C)CO)C(=O)CCCn2cc(nn2)CO[C@H]1CN(C)C(=O)Nc1ccc2c(c1)OCO2 | 6 | /
CC(C)COC(=O)N(C)C[C@H]1OCc2cnnn2CCCC(=O)N([C@H](C)CO)C[C@@H]1C | -12 | /
COc1ccc(NC(=O)N(C)C[C@H]2OCCCC[C@@H](C)Oc3ccc(N(C)C)cc3C(=O)N([C@H](C)CO)C[C@@H]2C)cc1 | 6 | 5
C[C@H]1CN([C@@H](C)CO)C(=O)Cc2cc(NC(=O)Nc3ccc4c(c3)OCO4)ccc2O[C@@H]1CN(C)S(=O)(=O)c1ccc(Cl)cc1 | 1 | 10
C[C@@H]1CN([C@@H](C)CO)C(=O)Cc2cc(NC(=O)Nc3ccc(F)cc3)ccc2O[C@@H]1CN(C)Cc1ccc(Cl)c(Cl)c1 | 67* | 1
C[C@@H]1CCCCO[C@H](CN(C)C(=O)Nc2ccccc2)[C@@H](C)CN([C@H](C)CO)C(=O)c2cc(NC(=O)Nc3ccccc3)ccc2O1 | -10 | 2
C[C@@H]1CN([C@H](C)CO)C(=O)c2cc(N(C)C)ccc2O[C@@H]1CN(C)S(C)(=O)=O | -6 | -2
COc1ccc(NC(=O)Nc2ccc3c(c2)CC(=O)N([C@@H](C)CO)C[C@H](C)[C@@H](CN(C)C(=O)Nc2ccccc2)O3)cc1 | -5 | -9
O=C(CCCCCCC(=O)Nc1ccccc1O)N/N=C/c1ccc(O)cc1O | 9 | 8
COc1ccc(S(=O)(=O)N(C)C[C@@H]2Oc3ccc(NC(=O)Cn4cnnn4)cc3C(=O)N([C@H](C)CO)C[C@@H]2C)cc1 | -9 | -2
C[C@@H]1CN([C@H](C)CO)C(=O)Cc2cc(N(C)C)ccc2O[C@H]1CN(C)Cc1ccc(C(=O)Nc2ccccc2N)cc1 | 69* | 18
C[C@@H]1CCCCO[C@H](CN(C)CC2CCCCC2)[C@@H](C)CN([C@H](C)CO)C(=O)c2cc(NC(=O)c3ccncc3)ccc2O1 | -2 | -2
COc1ccc(S(=O)(=O)Nc2ccc3c(c2)C(=O)N([C@@H](C)CO)C[C@@H](C)[C@@H](CN(C)Cc2ccccc2)O3)cc1 | 15 | -14
CNC[C@H]1OCc2cnnn2CCCC(=O)N([C@@H](C)CO)C[C@@H]1C | -23 | /
C[C@H](CO)N1C[C@H](C)[C@@H](CN(C)S(=O)(=O)c2ccccc2)OCc2cnnn2CCCC1=O | -9 | /
C[C@H](CO)N1C[C@H](C)[C@H](CN(C)Cc2ccncc2)Oc2ccc(NS(=O)(=O)c3cccs3)cc2C1=O | -9 | 1
